# F508del corr: F508del CFTR correction, initial screen, CFBE line, single point | activity (quench increase), % at 7.58 µM | CFBE cells, YFP halide quenching; stimulated with forskolin plus potentiator P3; % fluorescence drop versus neutral controls | 0.36% of 350,000 active;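 active means mean added fluorescence quench of at least 8% versus neutral control, with both replicates also reaching 8%; inconclusive means only one of the mean or replicate conditions met; inactive means mean below 8% and not both replicates reaching 8%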;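 further: cells transiently co-express mutant CFTR-F508del with the halide-sensitive YFP; corrector assay measuring rescue of mutant channel to the surface after 24 h compound exposure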
# DENV2 CPE rescue: inhibitors of DENV2 cytopathic effect, primary screen, cell-based, plate reader, single concentration. DENV2-infected cells, cytopathic effect rescue. CPE inhibition, % at 9.99 µM. 1.7% of 350,000 active. AID 651640, 2012; in the data active means CPE inhibition above about 20%, passing the limit was not always enough; inconclusive means no clear call, values can overlap the other calls; tested in BHK-21 cells;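 further: 0% = median of neutral control wells and 100% = median of positive control wells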
# ERp5 inh: inhibitors of ERp5-driven insulin aggregation, primary screen, biochemical, turbidity, absorbance 650 nm, single point. AID 651711, 2012. 0.05% of 350,000 active. inhibition, % at 9.99 µM. 90 min. Protein disulfide-isomerase A6 (Homo sapiens), Q15084;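 active means mean replicate inhibition above about 25%, with every replicate also reaching it, limit read from the data, passing the limit was not always enough; inconclusive means only one of those two criteria met; inactive means neither criterion met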
# Target sequence (Q15084 whole entry, looked up): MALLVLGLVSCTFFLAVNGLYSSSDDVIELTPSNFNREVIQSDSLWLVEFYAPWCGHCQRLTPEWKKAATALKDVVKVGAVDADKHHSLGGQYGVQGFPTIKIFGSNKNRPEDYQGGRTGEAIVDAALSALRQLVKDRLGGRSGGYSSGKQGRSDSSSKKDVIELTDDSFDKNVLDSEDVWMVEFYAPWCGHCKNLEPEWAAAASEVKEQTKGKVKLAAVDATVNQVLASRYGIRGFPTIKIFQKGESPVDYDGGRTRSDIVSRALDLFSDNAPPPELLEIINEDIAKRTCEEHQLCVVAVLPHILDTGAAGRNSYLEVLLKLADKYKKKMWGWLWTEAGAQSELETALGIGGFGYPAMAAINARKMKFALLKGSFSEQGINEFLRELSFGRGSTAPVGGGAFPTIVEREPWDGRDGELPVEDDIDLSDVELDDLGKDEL
# SIRT5 block: SIRT5 desuccinylase inhibitors, primary screen, biochemical, fluorescence imaging, single point, set 5; Purified SirT5, succinyl-peptide AMC, trypsin-coupled fluorescence; inhibition, % at 15 µM; 1.1% of 330,000 active; in the data active means inhibition above about 15%; inconclusive means no clear call, values can overlap the other calls
# Target sequence (Q9NXA8 whole entry, looked up): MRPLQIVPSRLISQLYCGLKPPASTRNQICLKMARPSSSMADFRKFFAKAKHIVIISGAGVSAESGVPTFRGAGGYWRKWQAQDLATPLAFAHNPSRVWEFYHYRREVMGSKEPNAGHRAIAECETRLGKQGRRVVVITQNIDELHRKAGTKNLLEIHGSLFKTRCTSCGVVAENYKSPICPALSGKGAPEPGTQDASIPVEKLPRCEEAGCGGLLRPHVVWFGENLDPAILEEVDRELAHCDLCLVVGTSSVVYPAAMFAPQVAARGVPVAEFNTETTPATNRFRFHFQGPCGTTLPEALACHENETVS
# CASP6 VEID inh: human caspase-6 inhibitors, primary screen, biochemical, VEID-R110 fluorescence, single point, set 2; P55212; purified caspase-6, Z-VEID-R110 cleavage fluorescence; inhibition, % at 12.5 µM; 0.53% of 350,000 active;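 active means mean inhibition across replicates at least about 35%, with every replicate also reaching that limit, limit read from the data; inconclusive means only one of the two criteria met; inactive means neither criterion met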;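 further: 0% = median of neutral control wells and 100% = no fluorescence left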
# Target sequence (P55212 24-179 limits assumed): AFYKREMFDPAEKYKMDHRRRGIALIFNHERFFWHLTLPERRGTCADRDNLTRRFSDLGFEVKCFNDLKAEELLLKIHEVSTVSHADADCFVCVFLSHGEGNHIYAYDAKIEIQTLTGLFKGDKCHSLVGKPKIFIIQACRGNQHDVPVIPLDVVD
# Target sequence (P55212 194-293 limits assumed): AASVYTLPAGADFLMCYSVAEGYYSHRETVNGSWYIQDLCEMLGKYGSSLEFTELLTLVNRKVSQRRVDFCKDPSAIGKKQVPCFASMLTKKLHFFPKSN
# miR122 inh: miR-122 Renilla sensor signal increase in Huh7, primary screen, miR-122 inhibitor project, cell-based, single point, plate reader | activation (reporter increase), % at 12.5 µM | Huh7 miR-122 Renilla luciferase sensor, 48 h; neutral wells = 0, positive control = 100 | 0.3% of 340,000 active;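 active means mean replicate activation score at least 90 and every replicate individually at or above 90; inconclusive means only one of the two criteria met; inactive means neither criterion met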;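 further: higher luciferase means less miR-122 activity so hits act as miR-122 inhibitors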
# ERAP1 inh: human ERAP1 aminopeptidase inhibitors, primary screen, biochemical, single point, plate reader; recombinant ERAP1, Leu-AMC fluorescence, 60 min; inhibition, % at 10.7 µM; 0.15% of 340,000 active; AID 652197, 2013;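 active means mean replicate inhibition of at least 30%, or all replicates individually reaching that 30% level; inactive means mean below 30% and not every replicate reaching it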;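 further: 0% = neutral control wells and 100% = L-leucinethiol positive control wells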
# * marks the source's active call; other numbers are inactive results; ? = inconclusive; · = not tested or not shown; & = joins results of further samples; [ ] = dose if it differs, or a comment.
SMILES,F508del corr,DENV2 CPE rescue,ERp5 inh,SIRT5 block,CASP6 VEID inh,miR122 inh,ERAP1 inh
CC(=O)c1ccc(S(=O)(=O)Nc2cccc(-c3cn4c(n3)SCC4)c2)cc1,-1.8,1,-3,0,3,14,15
COc1ccc(C(=O)C(=O)N2CCN(C(=O)c3cc(C(F)(F)F)cc(C(F)(F)F)c3)CC2)cc1OC,2.1,9,-10,·,4,·,0
C[C@H](CO)N1C[C@H](C)[C@@H](CN(C)C(=O)Nc2ccc(C(F)(F)F)cc2)Oc2c(NC(=O)Nc3ccccc3)cccc2C1=O,-3.9&2.3,-3&-6,-1&-5,2,-2&3,2[16.7 µM],3&-4
C[C@@H]1CN([C@@H](C)CO)C(=O)Cc2cc(NC(=O)C3CCCCC3)ccc2O[C@@H]1CN(C)S(=O)(=O)c1cccs1,1.3,-1,-2,-1,1,-1[16.7 µM],1
COCC#Cc1ccc([C@@H]2[C@@H](CO)N3C(=O)CN(C(=O)Nc4ccccc4F)C[C@H]23)cc1,1.5,-10,0,-3,1,·,1
COc1ccc(/C=N/Nc2nc(N3CCCCC3)nc(N3CCCCC3)n2)cc1[N+](=O)[O-],-4.1,?,-1,-8,-4,7,0
CCN1CCN(CCCNC(=O)Cn2nc(C)n3nc(-c4ccccc4)cc3c2=O)CC1,-0.9,10,3,1,-2,0,3
CN(C)S(=O)(=O)c1cccc(NC(=O)COC(=O)c2cn(-c3ccccc3)nc2-c2ccccc2)c1,-3.2,1,4,1,1,·,-1
COc1ccc(CCNC2=C(Cl)C(=O)N(Cc3ccccc3)C2=O)cc1OC,·,7,-6,-1,0,-7,-3
Cc1sc2nc(SCC(=O)N(CCO)CCO)n(C3CCCCC3)c(=O)c2c1C,·,·,-1,0,-2,·,2
O=C(c1ccc(F)cc1)N1CCCCN2[C@H](CO)[C@H](c3ccc(-c4ccccc4)cc3)[C@@H]2C1,4.1,0,2,4,0,-7[16.7 µM],-3
COc1cccc(CN2CC3(CN(Cc4ccccn4)C3)c3c([nH]c4cc(OC)ccc34)[C@@H]2CO)c1,6.4,6,2,·,·,·,-4
CCN(Cc1ccccc1)S(=O)(=O)c1cc(C(=O)NCCCN(C)C)ccc1OC,-0.7,-4,-7,-4,-2,2,4
CCOc1ccc(NS(=O)(=O)c2cc(C(=O)N3CCCC3)ccc2Cl)cc1,2.5,-3,2,1,-4,6,-3
Cn1nnnc1-c1cc(Cl)cc(Cl)c1,-4.9,2,-2,0,1,-7,-4
CCOC(=O)N1CCN(C(=O)c2ccc3c(Cl)c4c(nc3c2)CCCC4)CC1,-0.8,-4,21,1,3,-10,2
CC(=O)Nc1ccc(S(=O)(=O)NCCC(=O)OCCN2C(=O)c3ccccc3C2=O)cc1,-0.8,·,-2,2,1,-14,-5
COc1ccc(C(NC(=O)C(C)C)c2c(O)ccc3ccccc23)cc1 (stereo not drawn),·,5,3,-1,3,·,-1
COc1ccc2c3c([nH]c2c1)[C@H](CO)N(C(=O)C1CCOCC1)CC31CN(Cc2nccs2)C1,-2.1,14,-3,1,-5,·,1
CCCCCCN1CCN(C2CN(Cc3cn(Cc4cccc(C(F)(F)F)c4)nn3)S(=O)(=O)C2)CC1 (stereo not drawn),-2.1,4,-5,0,-3,·,·
C#CCN1C=CC(=O)[C@@H](OC(=O)Nc2ccc(Br)cc2)[C@H]1c1ccccc1Br,3.9,-16,0,-2,1,-2,-4
C[C@@H]1CCCCO[C@H](CN(C)S(=O)(=O)c2ccc(Cl)cc2)[C@@H](C)CN([C@@H](C)CO)C(=O)c2cc(NC(=O)Nc3ccc(C(F)(F)F)cc3)ccc2O1,1.6,32*,·,·,·,3[16.7 µM],·
Cc1nnc(SCC(=O)NC2CCCc3c2cnn3-c2ccc(F)cc2F)o1 (stereo not drawn),0.8,3,2,-2,1,2,3
C[C@H](CO)N1C[C@H](C)[C@@H](CN(C)C)OCCCC[C@H](C)Oc2ccc(N(C)C)cc2C1=O,1.8,-2,0,0,1,0[16.7 µM],2
C[C@H]1CN([C@@H](C)CO)C(=O)c2cc(-c3cccc(F)c3)cnc2O[C@@H]1CN(C)Cc1cncnc1,0.6,-5,2,-1,1,-2[16.7 µM],-2
CSc1ccccc1NC(=O)c1cc(-c2ccco2)on1,0.9,8,1,-1,-1,2,1
O=C(N[C@@H]1CC[C@@H](CCn2cc(-c3ccccc3F)nn2)O[C@H]1CO)c1ccc2c(c1)OCO2,-0.3,0,1,2,-1,·,8
COc1ccc(N(C(=O)c2snc(C(N)=O)c2N)C(C(=O)NCC2CCCO2)c2ccc(C)o2)cc1OC (stereo not drawn),-0.1,17,6,·,2,2,-4
CCC1Oc2ccc(C)cc2N(CC(=O)NCc2ccco2)C1=O (stereo not drawn),0.4,0,-1,-4,5,·,-2
CSc1cccc(N2CC(C(=O)Nc3cccc(S(=O)(=O)N4CCCC4)c3)CC2=O)c1 (stereo not drawn),-6.2,?,-1,0,-6,6,6
O=c1c(C=NCc2ccccc2)c(NCc2ccccc2)nc2ccccn12,-0.2,4,4,0,-3,13,1
CCOc1ccc(CCNC(=O)COC(=O)c2cc(OC)c(OC)cc2[N+](=O)[O-])cc1OCC,-2.1,20,1,-2,-1,·,1
C[C@@H]1CN([C@H](C)CO)C(=O)Cc2cc(NS(=O)(=O)c3ccccc3)ccc2O[C@@H]1CN(C)Cc1ccc2c(c1)OCO2,2.1,7,0,2,6,4[16.7 µM],-2
CCCN(C)C[C@H]1OCCCC[C@H](C)Oc2ccc(N(C)C)cc2C(=O)N([C@@H](C)CO)C[C@H]1C,-3.3,-3,2,-4,-1,-6[16.7 µM],1
C[C@H]1CN([C@@H](C)CO)C(=O)Cc2cc(NC(=O)Nc3ccccc3)ccc2O[C@@H]1CN(C)S(C)(=O)=O,-0.2,1,3,·,-4,0[16.7 µM],2
CC(C)C(=O)Nc1ccc2c(c1)C(=O)N(C)[C@@H]1CC[C@@H](CC(=O)N[C@H](C)c3ccccc3)O[C@@H]1CO2,2.3,-2,·,·,·,-70[16.7 µM],·
CC1CCCCC12NC(=O)N(CC(=O)NCCc1ccccc1)C2=O (stereo not drawn),-0.9,10,-3,-2,-1,·,3
O=C(C[C@H]1C=C[C@@H](NC(=O)C2CCC2)[C@@H](CO)O1)NCCCN1CCOCC1,2.2,9,4,0,-6,2[16.7 µM],-2
O=C(CCSCc1ccccc1Cl)NCc1ccco1,-0.7,12,2,0,0,-2,3
COc1ccc(S(=O)(=O)N[C@@H]2CC[C@@H](CC(=O)N3CCN(c4ccccc4)CC3)O[C@H]2CO)cc1,-1.3,-5,1,1,-1,·,-2
C[C@@H]1CN([C@@H](C)CO)C(=O)c2cc(NC(=O)C3CCCCC3)ccc2O[C@@H](C)CCCCO[C@H]1CN(C)Cc1ccncc1,-1.1,2,1,0,0,2[16.7 µM],1
COc1ccccc1-c1cn(CC[C@@H]2CC[C@H](NC(=O)CCN3CCCCC3)[C@H](CO)O2)nn1,2.0,3,10,0,-1,·,-5
N#C[C@H]1N[C@H](CO)[C@H]1c1ccc(C#Cc2cccnc2)cc1,2.2,9,2,2,-2,·,-2
CCCN(C)C[C@H]1Oc2cc(C#CC(C)(C)O)ccc2S(=O)(=O)N([C@@H](C)CO)C[C@H]1C,1.9,-4,14,2,-1,0[16.7 µM],-2
Cc1ccc(OCC(=O)Nc2ccc3c(c2)C(=O)NC3=O)c(C)c1,-1.1,-3,5,-2,0,·,2
O=C(NCc1ccco1)c1sc2cccc(F)c2c1Cl,-1.0,7,-6,-7,4,-9,4
O=C(N[C@@H]1CC[C@@H](CCNS(=O)(=O)c2ccc(F)cc2)O[C@@H]1CO)c1cccnc1,0.0,-12,-3,0,0,·,0
CC(C)CC#Cc1cnc2c(c1)C(=O)N([C@@H](C)CO)C[C@H](C)[C@@H](CN(C)Cc1ccccn1)O2,-2.8,6,0,-1,1,-4[16.7 µM],1
CCN(CC(=O)NC1CCS(=O)(=O)C1)C(=O)/C=C/c1cccs1 (stereo not drawn),-2.3,-1,-9,2,-1,·,0
CCCn1ncc(CN2CCC(n3nccc3NC(=O)c3ccccc3OC)CC2)c1C,2.5,-1,1,-3,1,-6,4
Cc1cnc(C(=O)OCC(=O)NC(C)c2ccccc2)cn1 (stereo not drawn),1.3,?,-3,-3,-4,-4,-3
Cc1ccc(-c2ccc(C3[C@H]4CNC[C@@H]3N4S(=O)(=O)c3cn(C)cn3)cc2)cc1 (stereo partly drawn),-1.5&3.2,-1&2,2&3,1&1,-13&-1,·,2&-4
CC(OC(=O)C1CC(=O)N(Cc2ccco2)C1)C(=O)Nc1ccc(F)cc1Cl (stereo not drawn),-4.0,?,0,1,1,·,2
O=C1NC(=O)C(c2ccccc2)(c2ccc(O)cc2)N1 (stereo not drawn),3.3,2,2,6,-2,-8,-1
Cc1ccc(CN(C(=O)c2csnn2)C(C(=O)NC2CCCC2)c2cccnc2)cc1 (stereo not drawn),0.9,0,1,·,1,-1,-6
Cc1ccc([N+](=O)[O-])cc1NC(=O)CN(C)CCOc1ccccc1,1.2,4,2,-3,2,6,1
CC(NCc1cccs1)C(=O)Nc1cc(Cl)cc(Cl)c1 (stereo not drawn),-0.6,6,0,-1,-2,·,2
CN1C(=O)c2cc(NC(=O)c3ccc(F)cc3)ccc2OC[C@H]2O[C@@H](CC(=O)NC3CCC3)CC[C@H]21,1.4,14,2,-1,-5,5[16.7 µM],-2

# A section of the results above:
SMILES,F508del corr,DENV2 CPE rescue,ERp5 inh,SIRT5 block,CASP6 VEID inh,miR122 inh,ERAP1 inh
O=C(NCc1ccco1)c1sc2cccc(F)c2c1Cl,-1.0,7,-6,-7,4,-9,4
O=C(N[C@@H]1CC[C@@H](CCNS(=O)(=O)c2ccc(F)cc2)O[C@@H]1CO)c1cccnc1,0.0,-12,-3,0,0,·,0
CC(C)CC#Cc1cnc2c(c1)C(=O)N([C@@H](C)CO)C[C@H](C)[C@@H](CN(C)Cc1ccccn1)O2,-2.8,6,0,-1,1,-4[16.7 µM],1
CCN(CC(=O)NC1CCS(=O)(=O)C1)C(=O)/C=C/c1cccs1 (stereo not drawn),-2.3,-1,-9,2,-1,·,0
CCCn1ncc(CN2CCC(n3nccc3NC(=O)c3ccccc3OC)CC2)c1C,2.5,-1,1,-3,1,-6,4
Cc1cnc(C(=O)OCC(=O)NC(C)c2ccccc2)cn1 (stereo not drawn),1.3,?,-3,-3,-4,-4,-3
Cc1ccc(-c2ccc(C3[C@H]4CNC[C@@H]3N4S(=O)(=O)c3cn(C)cn3)cc2)cc1 (stereo partly drawn),-1.5&3.2,-1&2,2&3,1&1,-13&-1,·,2&-4
CC(OC(=O)C1CC(=O)N(Cc2ccco2)C1)C(=O)Nc1ccc(F)cc1Cl (stereo not drawn),-4.0,?,0,1,1,·,2
O=C1NC(=O)C(c2ccccc2)(c2ccc(O)cc2)N1 (stereo not drawn),3.3,2,2,6,-2,-8,-1
Cc1ccc(CN(C(=O)c2csnn2)C(C(=O)NC2CCCC2)c2cccnc2)cc1 (stereo not drawn),0.9,0,1,·,1,-1,-6
Cc1ccc([N+](=O)[O-])cc1NC(=O)CN(C)CCOc1ccccc1,1.2,4,2,-3,2,6,1
CC(NCc1cccs1)C(=O)Nc1cc(Cl)cc(Cl)c1 (stereo not drawn),-0.6,6,0,-1,-2,·,2
CN1C(=O)c2cc(NC(=O)c3ccc(F)cc3)ccc2OC[C@H]2O[C@@H](CC(=O)NC3CCC3)CC[C@H]21,1.4,14,2,-1,-5,5[16.7 µM],-2
